proKLK7 act: activates the human kallikrein-7 zymogen | P49862 | purified proKLK7, EDANS-DABCYL substrate fluorescence; 100% is mature enzyme control, 0% vehicle | activation, % at 7 µM | hit rate 0.9% among 370,000;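 active means activation above the mean of all tested compounds plus 3 SD, computed per campaign excluding outliers beyond control limits, cut at about 13% in these data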
Target sequence (P49862 whole entry, looked up): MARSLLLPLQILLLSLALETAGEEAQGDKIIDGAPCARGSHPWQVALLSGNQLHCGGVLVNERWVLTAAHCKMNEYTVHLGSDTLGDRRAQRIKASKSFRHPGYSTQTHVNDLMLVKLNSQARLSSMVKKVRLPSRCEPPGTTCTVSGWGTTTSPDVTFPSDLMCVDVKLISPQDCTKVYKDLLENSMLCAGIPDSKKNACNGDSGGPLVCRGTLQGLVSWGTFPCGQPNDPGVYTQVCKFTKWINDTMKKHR
ADAM10 inh: ADAM10 inhibition, QFRET primary screen. O14672. recombinant ADAM10, EDANS/DABCYL FRET peptide cleavage, 3 h. inhibition, % at 7 µM. hit rate 0.62% among 370,000;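 active means inhibition above a per-campaign cutoff equal to the mean of compounds falling between control-based bounds plus 3 SD, cut at about 20% in these data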;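 further: 0% = DMSO wells while the 100% control is not disclosed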
GAA850 FXN act: activators of GAA850 frataxin (FXN) promoter | hit rate 0.56% among 360,000 | activation, % at 6 µM | AID 540364 | HEK293 lucGAA850 FXN promoter luciferase reporter, 24 h; percent of 10 µM SAHA response;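 active means activation above the average of all compounds screened plus 3 SD, cutoff fixed separately per campaign, cut at about 7.5% in these data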;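 further: 0% = DMSO wells and 100% = 10 µM SAHA wells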
NPR1 activator: GC-A (human) enzyme activation; HEK293 GC-A cells, cGMP TR-FRET, EC30 ANP; 0% at EC30 ANP, 100% saturating ANP; P16066; activation, % at 10 µM; hit rate 0.14% among 370,000; AID 1671463; in the data active means activation above about 40%
HGIII-sPLA2 inh: Blocks human group III sPLA2 activity; Q9NZ20; QFRET BODIPY PC-A2 liposome hydrolysis, fluorescence; inhibition, % at 12.2 µM; hit rate 0.56% among 370,000; AID 743126;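 active means inhibition above mean plus 3 SD of compounds lying within the high and low control bounds, cut at about 19% in these data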;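 further: 0% = median of test compound wells and 100% = no enzyme DMSO wells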
Target sequence (Q9NZ20 whole entry, looked up): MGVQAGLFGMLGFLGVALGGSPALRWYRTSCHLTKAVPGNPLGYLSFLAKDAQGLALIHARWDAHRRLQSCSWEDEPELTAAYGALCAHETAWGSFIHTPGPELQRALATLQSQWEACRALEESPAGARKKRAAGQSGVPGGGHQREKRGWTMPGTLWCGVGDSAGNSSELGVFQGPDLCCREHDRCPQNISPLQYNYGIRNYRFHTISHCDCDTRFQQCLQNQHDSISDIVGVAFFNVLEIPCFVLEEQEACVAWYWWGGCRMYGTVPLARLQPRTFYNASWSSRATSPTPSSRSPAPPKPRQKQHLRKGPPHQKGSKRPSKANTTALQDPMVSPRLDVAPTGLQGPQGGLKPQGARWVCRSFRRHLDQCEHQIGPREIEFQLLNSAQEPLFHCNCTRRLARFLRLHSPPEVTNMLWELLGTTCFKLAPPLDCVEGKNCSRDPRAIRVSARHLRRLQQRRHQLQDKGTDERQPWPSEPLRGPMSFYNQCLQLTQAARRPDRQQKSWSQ
DDE Tn6 FP inh: DD(E)-Tn6 binding inhibition, primary FP screen; P02675; Fibrin DD(E) TRITC-Tn6 fluorescence polarization displacement; inhibition, % at 8.3 µM; hit rate 0.21% among 370,000; AID 720509;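 active means inhibition above a per-campaign cutoff: mean of compounds within control limits plus 3 SD, cut at about 15% in these data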;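 further: 0% = median of all compound wells on the plate and 100% = blocking peptide control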
ARFGAP1 inh: inhibits rat ARF GTPase activating protein 1. hit rate 0.26% among 360,000. AID 651572. inhibition, % at 16.5 µM. Q62848. Arfgap1-stimulated ARF1 GTP hydrolysis, GDP FP detection;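 active means inhibition above a per-plate limit, mean inhibition of low control wells plus 3 SD, cut at about 25% in these data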;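 further: 0% = DMSO wells with enzyme and 100% = wells lacking Arfgap1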
Target sequence (Q62848 1-136 limits assumed): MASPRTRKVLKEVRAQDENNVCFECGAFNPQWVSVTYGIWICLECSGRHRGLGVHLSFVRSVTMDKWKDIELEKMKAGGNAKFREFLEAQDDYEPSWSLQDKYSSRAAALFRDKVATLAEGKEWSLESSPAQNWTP
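Repeats: one replicate per compound; assay system: rat Arfgap1 catalytic domain, aa 1-136; times: enzyme reaction 120 min at 25 °C after 20 min preincubation; detection: FP of antibody-bound GDP Alexa 633 tracer, ex 620/em 688 nm; benchmarks: high control wells lacking Arfgap1, low control full reaction with DMSO; reagent: human ARF1(Δ1-17)-GTP substrate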
NPR2 activator: GC-B (human) receptor activation; HEK293-GC-B cells, CNP EC30, cGMP TR-FRET; 0% at EC30 CNP, 100% saturating CNP; activation, % at 10 µM; P20594; hit rate 0.11% among 370,000; AID 1920062;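 active means activation at 10 µM reaching about 35% in either raw or pattern-adjusted values, limit read from the data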
rCAG RNA binder: molecules binding r(CAG) RNA repeats; r(CAG) RNA repeat, TO-PRO-1 dye displacement fluorescence; inhibition, % at 3 µM; hit rate 1.3% among 370,000; AID 651821;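 active means inhibition above the plate cutoff, the mean of all test compounds on that plate plus 3 SD, cut at about 35% in these data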;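 further: 0% = DMSO alone and 100% = 100 µM mitoxantrone as full dye displacement; higher means more dye released from RNA so lower well fluorescence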
ASAP1 GAP inh: inhibitors of human ASAP1 ArfGAP activity; ASAP1-stimulated ARF1 GTP hydrolysis, GDP FP detection; inhibition, % at 16.5 µM; hit rate 0.19% among 360,000; AID 624377; in the data active means inhibition above about 25%;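 further: 0% = vehicle with enzyme and substrate and 100% = no enzyme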
Numbers without * were called inactive; i = inactive; · = no result given; & = joins results of further samples.

nr	mol	proKLK7 act	ADAM10 inh	GAA850 FXN act	NPR1 activator	HGIII-sPLA2 inh	DDE Tn6 FP inh	ARFGAP1 inh	NPR2 activator	rCAG RNA binder	ASAP1 GAP inh
1	COc1ccccc1OCC(=O)N1CCCC(N(C)Cc2ccccc2)C1 (configuration not stated)	0.8	-13	-0.2	-1	3	4	-3	2	-11	0
2	Cc1ccc(NC(=O)c2snnc2C)cc1Cl	0.1	4	3.2	-3	1	-3	10	-5	4	13
3	O=C(O)c1cc2ccccc2oc1=O	-0.2	-6	1.6	0	-8	-6	0	-1	0	1
4	O=C(COC(=O)Cc1ccccc1)NNC(=O)c1ccc([N+](=O)[O-])cc1	-0.4	0	1.6	3	-1	-1	7	2	2	-13
5	Cc1ccc(OC(=O)N(C)C[C@@H]2OCc3cnnn3CCCC(=O)N([C@@H](C)CO)C[C@@H]2C)cc1	-0.3	-15	-1.1	1	11	8	-12	2	-1	12
6	O=C(O)C1Cc2ccccc2N2CCCC12 (configuration not stated)	2.5	-71	1.4	7	9	2	1	3	7	-1
7	Cc1nc2ccccc2c(=O)n1-c1nccs1	-1.0	-10	·	-2	0	-1	6	-2	3	9
8	O=C(NCc1cccnc1)Nc1ccc([N+](=O)[O-])cc1	0.2	-8	-1.1	0	2	1	-4	-2	-2	19
9	COc1ccc(N2CCN(C(CNC(=O)Oc3ccccc3)c3cccnc3)CC2)cc1 (configuration not stated)	0.1	-3	-2.2	5	4	2	3	-1	-2	2
10	N#CC1=C(N)Oc2c(c(=O)oc3ccccc23)C1c1ccc([N+](=O)[O-])o1 (configuration not stated)	-0.8	-31	-0.9	0	-8	1	9	-1	20	7

(next part)
nr	mol	proKLK7 act	ADAM10 inh	GAA850 FXN act	NPR1 activator	HGIII-sPLA2 inh	DDE Tn6 FP inh	ARFGAP1 inh	NPR2 activator	rCAG RNA binder	ASAP1 GAP inh
11	COC(=O)c1c(C)n(Cc2ccc3c(c2)OCO3)c2ccc(O)cc12	0.0	15	-0.4	78*	-25	1	11	22	5	11
12	CN1C(=O)C(Cc2cccs2)C(=O)N(C)C1=O	0.6	10	-0.1	3	-4	-5	-8	0	5	-9
13	CC1(O)C[C@]2(C)N(O)C3CCCC[C@@H]3N2O1 (some centres not stated)	0.8	-31	-1.5	7	1	2	6	4	1	-2
14	c1ccc(CCN2CCC3CCNC3C2)cc1 (configuration not stated)	0.1	-9	·	5	-4	3	3	3	1	-16
15	CC1CCCCC1NC(=O)CNC(=S)N1CC2CC(C1)c1cccc(=O)n1C2 (configuration not stated)	0.2	2	1.5	1	3	9	13	-7	1	13
16	c1cnc2c(c1)ccc1ncccc12	0.0	-2	1.9	2	8	7	2	1	-1	5
17	Cc1ccc(N=Nc2c(O)[nH]c(=O)[nH]c2=O)c([N+](=O)[O-])c1	0.3	-13	-0.8	2	3	4	-8	-9	2	7
18	CC1CCN(C(=O)c2ccc(N3CC4CC(C3)c3cccc(=O)n3C4)c([N+](=O)[O-])c2)CC1 (configuration not stated)	0.8	-8	1.5	2	6	-10	6	4	-9	-11
19	O=P(O)(O)C12CC3CC(CC(C3)C1)C2	-0.3	7	-0.4	0	-2	-4	-1	0	1	6
20	CCCCCCn1c(O)c(C=Nc2c(C)n(C)n(-c3ccccc3)c2=O)c(=O)[nH]c1=O	-3.2	-1	0.9	-4	0	1	-12	2	-1	3

Following part:
nr	mol	proKLK7 act	ADAM10 inh	GAA850 FXN act	NPR1 activator	HGIII-sPLA2 inh	DDE Tn6 FP inh	ARFGAP1 inh	NPR2 activator	rCAG RNA binder	ASAP1 GAP inh
21	CCC(=NCCC1=CCCCC1)c1c(O)[nH]c(=O)[nH]c1=O	0.3	-11	2.6	2	10	2	0	2	7	-1
22	CN1CCN(Cc2ccccc2C(F)(F)F)CC1	-0.3	-5	-0.2	-6	8	-11	8	6	2	1
23	O=C(CCC(=O)N1CC2C[C@@H](C1)Cn1c2cccc1=O)NCCc1ccccc1F	0.8	-2	2.5	3	4	-4	3	-4	-1	-7
24	Cc1cc(C(=O)OCC(=O)Nc2ccc(F)cc2)c(C)n1C1CC1	1.6	-22	-0.3	5	16	-3	-7	2	8	-4
25	Cc1cc(S(=O)(=O)NCc2ccccc2)ccc1OCC(=O)N1CCN(C)CC1	0.5	0	3.5	3	-8	-2	7	5	-7	-3
26	C=C1C(=O)O[C@@H]2C[C@@H](C)[C@@H]3C=CC(=O)[C@@]3(C)[C@@H](OC(=O)CC(=O)O[C@H]3[C@@H]4C(=C)C(=O)O[C@@H]4C[C@@H](C)[C@@H]4C=CC(=O)[C@]43C)[C@H]12	-0.6	9	-14	23	-11	0	-7	20	11	9
27	COCCOC(=O)c1c(N)n(Cc2ccccc2)c2nc3ccccc3nc12	32*	i	-1.5	40	-12	3	12	32	-2	-5
28	CCCCn1c(N)c(C(=O)NCc2cccs2)c2nc3ccccc3nc21	-65	-194	-0.6	11	-6	10	7	14	24	2
29	CN(C)CC1Oc2ccccc2OC1(O)c1ccccc1 (configuration not stated)	0.5	2	-6.2	-13	-20	1	-14	-11	6	2
30	COc1ccccc1N1C(=O)NC(=O)/C(=C/c2ccc3c(c2)Cc2ccccc2-3)C1=O	-2.0	-49	4.7	-3	6	-2	11	1	2	0

Other entries
#	mol	proKLK7 act	ADAM10 inh	GAA850 FXN act	NPR1 activator	HGIII-sPLA2 inh	DDE Tn6 FP inh	ARFGAP1 inh	NPR2 activator	rCAG RNA binder	ASAP1 GAP inh
31	CNCC(=O)c1ccc(O)c(O)c1	1.5	-3	5.8	1	-5	12	-1	-6	1	-7
32	CCOC(=O)c1c(C)c(C(=O)N2CCC3(CC2)OCCO3)c(C)n1CC	0.7	5	0.9	-1	4	-4	-1	4	-1	2
33	CN(C(=O)c1ccc(Cl)nc1)C1(c2ccccc2Cl)CCCCC1=O (configuration not stated)	0.0	4	1.4	-4	5	3	0	1	1	9
34	C/C=C1/CC(C)C(C)(O)C(=O)OCC2CCN3CCC(OC1=O)C23 (configuration not stated)	0.3	-1	0.8	-1	8	2	-2	4	-1	2
35	NC1CCc2cc(O)c(O)cc2C1 (configuration not stated)	7.1	8	3.4	-2	3	10	5	4	3	0
36	Cc1nn(Cc2ccccc2Cl)c(C)c1C(=O)OCC(=O)N1CC(C)OC(C)C1 (configuration not stated)	0.0	4	0.3	3	-3	-1	4	4	-7	-6
37	Cc1ccc(C2C(=O)NC(=O)NC2=O)cc1	-0.6	7	0.5	-1	-3	2	6	7	2	0
38	COc1ccc(CN2Cc3cc(-c4ccc(OC)cc4)ccc3-n3nncc3C2)cc1	0.2	-3	·	1	-12	-10	3	-3	5	-5
39	Cc1c(P(=S)(c2ccccc2)c2ccccc2)c2ccccc2n1C	·	-5	·	-24	0	3	·	-23	·	·
40	CCC(=NCCN1CCOCC1)c1c(O)n(C2CCCCC2)c(=O)[nH]c1=O	-0.2	2	1.6	-1	4	6	-2	-3	3	10
41	CC1=NN(c2ccccc2)C(=O)/C1=C/c1c(O)[nH]c(=S)[nH]c1=O	0.1	-3	-2.1	-3	-6	0	4	6	1	-3
42	COc1ccc(N=Cc2c(O)n(C)c(=O)n(C)c2=O)cc1	-0.6	15	5.4	2	3	-3	8	3	-3	5
43	COC(=O)C1=C(c2ccc(F)cc2OCc2ccccc2)C[C@@H]2CC[C@H]1N2C(=O)NCc1ccccc1Cl	1.0	19	-3.0	-7	-8	2	-1	-4	2	1
44	Cc1cc(C)c(NC2=NCCCS2)c(C)c1	-0.4	3	-1.1	2	5	-3	4	6	2	9
45	COc1ccc(-c2cc(C(=O)N3CCC4(CC3)OCCO4)c3ccccc3n2)cc1	-3.4	-253	1.5	0	0	-5	0	5	0	1
46	Cc1nc2cc(C(=O)N3CCC4(CC3)OCCO4)ccc2n1-c1cccc(F)c1	0.0	1	-1.4	4	0	-3	-2	-2	-10	2
47	Clc1cccc(N2CCNCC2)c1	0.0	6	2.1	-4	7	2	7	-5	3	-10
48	C/C(=N/O)c1ccc2ccc3ccccc3c2c1	0.0	4	6.2	-3	-11	7	8	-7	13	-18
49	CCC(c1ccc(C)cc1)N1C(=O)C2C3CCC(O3)C2C1=O (configuration not stated)	-0.6	-5	1.9	-1	-5	-2	1	2	-2	7
50	CN(C)P1(N(C)C)=Nc2c(c(N)nn2C)C(c2ccccc2)=N1	0.3&-0.3	-5&1	-0.3&3.4	-10&-3	15&6	-8&-1	-10&-5	1&5	3&-1	-25&5
51	CCCn1cc(CN2CCCC(C(=O)c3cccc(OC)c3)C2)c(C)n1 (configuration not stated)	0.2	-10	-0.5	-1	0	-4	-2	6	-8	-3
52	CCC(=NCc1ccco1)c1c(O)n(-c2ccc(Cl)cc2)c(=O)[nH]c1=O	0.1	-2	-0.6	-5	7	3	-2	0	-3	-2
53	O=c1[nH]c(O)c(/C=C2/C=CC(c3cc(Cl)ccc3Cl)=N2)c(=O)[nH]1	-0.6	-12	0.7	-18	20*	-4	-7	-15	16	1
54	O=C(COC(=O)Cc1ccccc1)Nc1nnc(-c2ccccc2)o1	0.4	-6	1.1	-1	-3	-7	-13	-3	7	-11
55	CC(=O)OC1C2CCC1C(N1CCCCC1)CC2 (configuration not stated)	-0.1	9	-2.1	-3	4	-3	4	5	0	7
56	O=c1[nH]c(=S)n(-c2ccc(Cl)cc2)c(O)c1/C=N/N1CCOCC1	-0.5	5	-0.3	1	5	-2	3	4	5	-9

Not all compounds are listed; count on the stated rates, not on these rows.
